# ERK EGF block = qHTS Assay for Inhibitors of the ERK Signaling Pathway using a Homogeneous Screening Assay; Stimulation with EGF | 130,000 compounds, 0.41% hits | HEK293-V1b, EGF-stimulated phospho-ERK AlphaScreen | AID 1454, 2008 | Potency, µM (doses to about 11.5 µM), for the others: at the highest dose activity change, negative = inhibition, usual class: inhibitors; active = well fitted inhibition curve with a large enough effect; inconclusive = small, poorly fitted or top-dose-only effect, or effect the other way;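 note: plate controls were stimulated vehicle wells for no effect and unstimulated vehicle basal for full effect; nearly all actives have a fitted effect of over 55% in size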
#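 After overnight plating in 1% FBS, HEK293-V1b cells received test compound for half an hour, then a 5 min pulse of EGF (25 nM); ERK phosphorylation in lysates was read by bead-based AlphaScreen.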
# Active calls of the source: *; u = inconclusive; & = joins results of further samples; [ ] = remark or other dose. Potency is the fitted concentration of half-maximal effect. These rows are one share of the data; the hit share may differ from the screen's.
# The opening four records, ahead of the listing:
SMILES,ERK EGF block
CC(=O)N1N=C(c2ccc(C)cc2)OC1c1ccc(Br)cc1 (configuration not stated),28%
CSc1nc(N)c2c(n1)OC(N)=C(C#N)C2c1cccnc1 (configuration not stated),7%
CC(C)OC(=O)C(=O)NNc1ccccc1,-6%
COc1ccc(C=Nc2cccc3ncccc23)cc1,-1%

# This part in full, from the start:
SMILES,ERK EGF block
CC(=O)N1N=C(c2ccc(C)cc2)OC1c1ccc(Br)cc1 (configuration not stated),28%
CSc1nc(N)c2c(n1)OC(N)=C(C#N)C2c1cccnc1 (configuration not stated),7%
CC(C)OC(=O)C(=O)NNc1ccccc1,-6%
COc1ccc(C=Nc2cccc3ncccc23)cc1,-1%
Cc1ccc(NC2=NCC(=O)N2Cc2ccccc2)c(C)c1,-6%
COc1ccc(Nc2ncnc3scc(-c4ccc(OC)cc4)c23)cc1,7%
Cc1cc(C)c(NC(=O)CSc2nc3[nH]ncc3c(=O)[nH]2)c(C)c1,0%
c1ccc(Cn2nnnc2CN2CCCC2)cc1,6%
COC(=O)N/N=C/c1cc(Cl)cc(Cl)c1OCc1ccccc1,1%
COc1ccc(CC(=O)Nc2ccc(-c3nnc(-c4ccc(C)cc4)o3)cc2)cc1,4%
CN(C)CCn1c(=S)[nH]c2ccc(Cl)cc2c1=O,-3%[57.5 µM]
O=C1/C(=C/c2ccc(O)c(O)c2)SC(=S)N1Nc1ccccc1,13µM*
COCCN(CCOC)c1nc(C)nc2c1nc(-c1ccccc1)n2CCN1CCOCC1,1%
O=C(CCSCc1ccccc1F)NCCc1ccccc1,-11%
Cc1ccc(Cl)c2c1=NC(=O)C=2c1[nH]c(=S)[nH]c1O,42%
CCOc1ccc(OCc2nnc(SCC(=O)NC3CCS(=O)(=O)C3)n2-c2ccc(Cl)cc2)cc1 (configuration not stated),-2%
COCC(C)NS(=O)(=O)c1ccccc1 (configuration not stated),-10%
C=CCNC(=O)NC(=O)COC(=O)C(C)Oc1ccc(Cl)cc1Cl (configuration not stated),-5%
COc1ccccc1Cn1cccc1C=O,2%
Cc1cccc(S(=O)(=O)N/N=c2\sc3ccccc3n2C)c1,4%[57.5 µM]
COc1cc(O)c(C(C)=O)c(OC)c1,u
Cc1cccc(NC(=O)COC(=O)c2ccc3c(c2)OCO3)c1C,4%
Cc1cccc(N=Cc2cc(Br)cc(Cl)c2O)c1,1%
CCN1CCS/C1=C\C=C\C1=[N+](CC)CCS1,-3%
COc1cccc(C(=O)Nc2nc(-c3ccccc3)c(-c3ccccc3)o2)c1,-13%

# Sorted by the number under ERK EGF block (descending): 3 from the list above
SMILES,ERK EGF block
c1ccc(Cn2nnnc2CN2CCCC2)cc1,6%
COc1ccc(CC(=O)Nc2ccc(-c3nnc(-c4ccc(C)cc4)o3)cc2)cc1,4%
COCCN(CCOC)c1nc(C)nc2c1nc(-c1ccccc1)n2CCN1CCOCC1,1%

# Next compounds follow:
SMILES,ERK EGF block
Cc1[nH]n(-c2ccccc2)c(=O)c1C=Nc1ccc2[nH]c(=O)[nH]c2c1,9%
OCCN1CCN(CCC=C2c3ccccc3Sc3ccc(Cl)cc32)CC1,21%[25.7 µM]
CC(C)c1c(O)ccc2c1CCC1[C@@](C)(CO)CCC[C@@]21C (some centres not stated),12%
COc1ccc(-c2cnc(N)nc2-c2ccc(OCc3ccccc3)cc2O)cc1,-7%[57.5 µM]
CCOC(=O)c1c(NC(=O)NC(C)(C)C)sc2c1CCN(C)C2,4%[57.5 µM]
O=C1NC(O)=NC1(c1ccccc1)c1ccccc1,-5%
COC(=O)c1cc(NC(=O)c2cc(-c3ccc(Cl)cc3)oc2C(F)(F)F)ccc1N1CCOCC1,-28%[57.5 µM]
Cc1ccccc1C(C(=O)NC1CCCCC1)N(C(=O)CNC(=O)c1ccco1)c1cccnc1 (configuration not stated),-8%
COc1ccc(C(=O)C[n+]2ccc(-c3nnc4n3CCC4)cc2)cc1,-9%
CC1CCCN(CCSc2ccc(Cl)cc2)C1 (configuration not stated),1%
Cc1cccc(NC(=O)c2ccc(CN3CCc4ccccc4C3)cc2)c1C,14%
O=c1oc(-c2ccccc2NS(=O)(=O)c2ccc(F)cc2)nc2ccccc12,-3%[57.5 µM]
COc1cc([N+](=O)[O-])ccc1NC(=O)CCN1C(=O)C2C3CCC(C3)C2C1=O (configuration not stated),7%
O=C(OCc1nc2scc(-c3ccccc3)c2c(=O)[nH]1)c1cc(Cl)ccc1[N+](=O)[O-],4%
CC(C)[C@H](NC(=O)c1ccco1)C(=O)OCC(=O)Nc1cccc(F)c1,-2%
Cc1cc(NS(=O)(=O)c2ccc(NC(=O)CCCC(=O)O)cc2)nc(C)n1,-1%
CCOC(=O)CNC(=O)C(CC(N)=O)NC(=O)OC(C)(C)C (configuration not stated),-4%[57.5 µM]
Cc1cccc(N2C(=O)CC(N(C(=O)c3ccco3)c3cccc(C)c3)C2=O)c1 (configuration not stated),2%
FC(F)(F)Oc1ccc(NC(=S)NCc2ccccc2)cc1,5%
O=C(c1ccncc1)N1CCC2(CC1)CN(c1ccccn1)C2,u
COc1ncc2nc(-c3ccccc3)c(=O)n(Cc3cccs3)c2n1,-1%
C=C(C)CN(CC)Cc1c(C(=O)N(C)CCCC)nc2ccccn12,7%
CCOC1CC(C)(C)NC(=S)N1 (configuration not stated),0%
COC(=O)c1c(C)cc(OC(=O)c2c(C)cc(O)c(C=O)c2O)c(C)c1O,15%
CC(=O)NNc1ccc(C(F)(F)F)cc1[N+](=O)[O-],-9%
# Additional structures.
SMILES,ERK EGF block
CCOC(=O)c1c(C)n(C)c2ccc(OC)c(NS(=O)(=O)CC)c12,-5%
O=C(Nc1cc([N+](=O)[O-])ccc1Cl)C(Sc1ccccc1)c1ccccc1 (configuration not stated),-1%
C/C=C/C(=O)C[C@H]1CC[C@@H](C)[C@@H](CCO)O1,-16%
NC(Cc1c[nH]c2ccccc12)C(=O)O (configuration not stated),7%
COCCN(CCOC)c1nc(C)nc2c1nc(-c1ccccc1)n2CC1CCN(C)CC1,4%
COc1ccc(CSc2cccc3cccnc23)cc1[N+](=O)[O-],4%
CN(CC1COCCO1)c1nc2nonc2nc1N1CCSCC1 (configuration not stated),-6%[57.5 µM]
Cc1ccc(OCCn2c(=O)cnc3ccccc32)cc1,-6%
O=C(CSc1nnc(Cc2ccsc2)o1)c1ccccc1,2%[57.5 µM]
CCn1c(CSc2ncn[nH]2)nc2cc(C(=O)O)ccc21,-8%[57.5 µM]
CC(C)c1cc(C(=O)N2CCCC(CCC(=O)NCc3ccccc3F)C2)n(C)n1 (configuration not stated),-1%
Cc1ccccc1-n1c(=O)n(Cc2ccccc2)c(=O)c2[nH]cnc21,4%[57.5 µM]
C=CCNC(=S)N(Cc1ccccc1)Cc1ccc(F)cc1,5%
CO[C@H]1C[C@@H]2CC[C@@H](C)[C@@](O)(O2)C(=O)C(=O)N2CCCC[C@H]2C(=O)O[C@H]([C@H](C)C[C@@H]2CC[C@@H](O)[C@H](OC)C2)CC(=O)[C@H](C)C=C(C)[C@@H](O)[C@@H](OC)C(=O)[C@H](C)C[C@H](C)C=CC=CC=C1C,-5%[57.5 µM]
CCCCC1=NN(C(=O)c2ccncc2)C(O)(C(F)(F)F)C1 (configuration not stated),-16%[57.5 µM]
Cc1cc2oc(C(=O)Nc3ccc(S(=O)(=O)Nc4onc(C)c4C)cc3)cc(=O)c2cc1Cl,7%[57.5 µM]
Nc1c(C(=O)NCc2ccco2)c2nc3ccccc3nc2n1CCc1ccccc1,-4%
O=C(O)c1ncsc1-c1ccccc1,-11%[57.5 µM]
Cc1ccc(NC(=S)N(CCCN2CCOCC2)Cc2cccs2)c(C)c1,1%
CCCc1ccc(C(=O)NC(=O)c2ccccc2O)cc1,4%[57.5 µM]
O=S(=O)(Nc1ccccn1)c1cccs1,-6%
O=C(NCc1cccc(C(F)(F)F)c1)C1CC(c2cccc(F)c2)=NO1 (configuration not stated),0%[57.5 µM]
CCC(C)(C)NC(=O)C(c1ccc(OC)cc1)N(CCOC)C(=O)CCC(=O)Nc1nccs1 (configuration not stated),-3%
CC(C)CC(NC(=O)C(COCc1ccccc1)NC(=O)OC(C)(C)C)C(=O)NN (configuration not stated),-16%
Cc1cc(N(CN2CCCC2=O)C(=O)c2ccc(OC(C)C)cc2)no1,6%

# Part of the list above in order of molecular weight, ascending.
SMILES,ERK EGF block
O=C(O)c1ncsc1-c1ccccc1,-11%[57.5 µM]
CC(C)OC(=O)C(=O)NNc1ccccc1,-6%
CCn1c(CSc2ncn[nH]2)nc2cc(C(=O)O)ccc21,-8%[57.5 µM]
CCOC(=O)c1c(NC(=O)NC(C)(C)C)sc2c1CCN(C)C2,4%[57.5 µM]
O=C(NCc1cccc(C(F)(F)F)c1)C1CC(c2cccc(F)c2)=NO1 (configuration not stated),0%[57.5 µM]
COc1cc([N+](=O)[O-])ccc1NC(=O)CCN1C(=O)C2C3CCC(C3)C2C1=O (configuration not stated),7%
COc1ccc(-c2cnc(N)nc2-c2ccc(OCc3ccccc3)cc2O)cc1,-7%[57.5 µM]

# (cont.)
SMILES,ERK EGF block
CC(C)(C)c1nn2cnnc2n(/N=C/c2ccc(O)cc2)c1=O,-6%
CCN(CC)S(=O)(=O)c1cc(C)ccc1SC,9%
CCCC1=C(C(=O)OCC)C(c2ccco2)C(C#N)=C(N)O1 (configuration not stated),-4%[57.5 µM]
COc1cc2nc(CN3CCOCC3)n(CC(=O)NCC(F)(F)F)c(=O)c2cc1OC,-1%[57.5 µM]
COc1ccc(Br)cc1C(=O)NC(=S)Nc1cc(-c2nc3ccccc3[nH]2)ccc1C,8%
COCCSc1nnc(NC(=O)C2CC(=O)N(c3ccccc3)C2)s1 (configuration not stated),1%
Oc1ccc2ccc3[nH]cnc3c2c1,-20%[57.5 µM]
Cc1ccc(C(=O)Oc2cccnc2)cc1[N+](=O)[O-],-1%
COC(=O)[C@@]1(Cc2ccccc2)[C@@H]2C(=CC(=O)[C@H]2CC(=O)C(=O)N(C)C)CN1C(=O)c1ccccc1,-1%&-7%
Clc1nc(NCCN2CCOCC2)nc(NCc2ccccc2)n1,-3%
O=C(O)c1ccc(-c2nc(-c3ccc(Cl)c(Cl)c3)cs2)cc1,-1%
COc1ccc2c(C)c(C)c(=O)oc2c1OC,-1%
COc1ccc(CCN2C(=NC(C)=O)SC3CS(=O)(=O)CC32)cc1OC (configuration not stated),3%[57.5 µM]
O=C1C2CCCN2C(=O)N1CCCCN1CCN(c2ccccc2)CC1 (configuration not stated),22%
COC(=O)[C@@H](NC(=O)O[C@H]1C(=O)c2ccc(OC)cc2O[C@@H]1c1ccc2c(c1)OCO2)C(C)C,0%&-9%
CCOc1cc(/C=C2/NC(=O)N(CC(=O)Nc3cccc(C)c3)C2=O)ccc1OCC(N)=O,-3%
CN(C)c1cccc2c1c(NC(=O)c1ccc(Cl)cc1)nn2C,-2%[57.5 µM]
COc1ccc(CN(C)Cc2cc(=O)n3ccsc3n2)c(OC)c1OC,-2%
Cc1cccc(CN2CCCC(C(=O)c3ccc4c5c(cccc35)CC4)C2)n1 (configuration not stated),11%
O=C(/C=C/c1ccc2c(c1)OCO2)NCc1ccc(F)cc1,-7%[57.5 µM]
CS(=O)(=O)N(CC(=O)NC1CCCC1)Cc1ccc(F)cc1,-4%
NC(=S)NNC(=O)Nc1ccc(Cl)c(Cl)c1,-10%
Cc1ccc(-n2c(C)cc(C3=NNC(=NC4CC4)SC3)c2C)cc1C,10%
O=C(C[N+]1(CC#Cc2ccccc2)CCOCC1)c1ccc(Cl)cc1,2%
COc1ccc(NC(=O)C(c2ccccc2)N2CCN(c3ccccn3)CC2)cc1Cl (configuration not stated),2%
# Continued:
SMILES,ERK EGF block
O=C1CCCN1CCCn1cnc2c([nH]c3ccc(F)cc32)c1=O,1%[57.5 µM]
Cc1ccc(-c2csc3nc[nH]c(=S)c23)cc1,22%
S=c1[nH]nc(-c2n[nH]c3c2CCC3)n1/N=C/C=C/c1ccco1,2%[57.5 µM]
Cc1ccc(S(=O)(=O)N(C)c2ccc(OCC(=O)Nc3nc4ccccc4s3)cc2)cc1,3%
COc1ccc(Cl)cc1N(C(=O)Nc1cccc(Cl)c1)C1=NCC(C)S1 (configuration not stated),3%
Cc1cc(NC(=O)CCSc2ccc(Cl)cc2)no1,1%
CC(C)c1ccccc1NC(=O)COC(=O)COc1ccccc1[N+](=O)[O-],-1%
O=C(NNC(=O)C1CCN(Cc2cccc(F)c2)CC1)c1cccs1,0%
COc1ccc(S(=O)(=O)NCc2ccco2)cc1N(C)S(=O)(=O)c1ccccc1,2%[57.5 µM]
Cc1cc(C)n(-c2nc(C(F)(F)F)nc3ccccc23)n1,5%
O=C(CC(NC(=O)c1ccccc1)c1ccccc1)Nc1ccc(F)c(F)c1 (configuration not stated),-7%
Cc1ccc(C(=O)N/C(=C\c2ccc(-c3ccc(Br)cc3)o2)C(=O)NCCCN(C)C)cc1,u
C[C@@H](C(=O)Nc1ccc2ccccc2c1)[C@H]1C[C@]1(C)[C@H](NP(=O)(c1ccccc1)c1ccccc1)c1ccccc1,-8%&4%
O=C(NNc1cccc(Cl)n1)Nc1ccc(F)cc1,-9%
CCn1c(SCC(=O)OC(C)C)nnc1-c1ccccc1,-7%[57.5 µM]
CCOC(=O)c1cc([N+](=O)[O-])sc1NC(=O)c1ccc(S(=O)(=O)N2CC3(C)CC2CC(C)(C)C3)cc1 (configuration not stated),0%
O=C(NNS(=O)(=O)c1ccccc1[N+](=O)[O-])c1ccncc1,8%
O=C(/C=C/c1ccccc1)CC(=O)c1ccccc1O,-13%[57.5 µM]
CC(/C=N/NC(=O)CCn1nnc2ccccc21)=C\c1ccccc1,0%
CCOC(=O)c1c(C)oc2c1c(CN1CCN(CCO)CC1)c(O)c1ccccc12,2%
CCCN1C(=O)/C(=C/c2ccc(C)o2)NC1=S,u
CC(C)Cc1cc(C(=O)Nc2sc3c(c2C#N)CCCC3)no1,6%
Fc1ccc([C@@H]2CCNC[C@H]2COc2ccc3c(c2)OCO3)cc1,3%
COc1ccc(CCn2c(-c3ccncc3)n[nH]c2=S)cc1OC,-2%

# Screening results deposited in PubChem BioAssay by National Center for Advancing Translational Sciences (NCATS).
